From PubChem
RBBP9 inh: human RBBP9 inhibitors, primary screen, biochemical, fluorescence polarization, FP-Rh probe, HTS; AID 1515, 2009; Serine hydrolase RBBP9 (Homo sapiens), O75884; inhibition, % at 7.94 µM; 220,000 compounds, 0.2% hits; recombinant RBBP9;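 active = inhibition above the campaign mean of all tested compounds plus 3 SD, cut at about 14% in these data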;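 also: plate controls were DMSO wells with RBBP9 for no effect and wells lacking RBBP9 protein for full effect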
Target sequence (O75884 whole entry, looked up): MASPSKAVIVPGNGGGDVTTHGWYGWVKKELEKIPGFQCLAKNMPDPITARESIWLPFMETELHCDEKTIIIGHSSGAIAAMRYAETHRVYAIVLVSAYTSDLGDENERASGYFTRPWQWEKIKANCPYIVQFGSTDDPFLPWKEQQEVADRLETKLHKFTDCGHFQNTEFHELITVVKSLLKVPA
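system = RBBP9 protein | input = RBBP9 at 2.5 µM in dispensed solution, before mixing | measured by = fluorescence polarization (mP), excitation 525 nm, emission 598 nm | incubation = enzyme-compound preincubation 30 min, then probe labeling 45 min, 25 °C | buffer or medium = Tris-NaCl-Pluronic buffer, pH 8.0 | compound = single dose 7.94 µM | also added = FP-Rh probe, 375 nM dispensing solution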
S1P4 ag: S1P4 receptor agonists, primary screen, cell-based | Sphingosine 1-phosphate receptor 4 (Homo sapiens), O95977 | S1P4-expressing cell line, agonist reporter assay | activation, % at 4.98 µM | 220,000 compounds, 0.35% hits | AID 1509, 2009; in the data active = activation above about 11%;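 also: 0% = DMSO vehicle and 100% = reference agonist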
Target sequence (O95977 whole entry, looked up): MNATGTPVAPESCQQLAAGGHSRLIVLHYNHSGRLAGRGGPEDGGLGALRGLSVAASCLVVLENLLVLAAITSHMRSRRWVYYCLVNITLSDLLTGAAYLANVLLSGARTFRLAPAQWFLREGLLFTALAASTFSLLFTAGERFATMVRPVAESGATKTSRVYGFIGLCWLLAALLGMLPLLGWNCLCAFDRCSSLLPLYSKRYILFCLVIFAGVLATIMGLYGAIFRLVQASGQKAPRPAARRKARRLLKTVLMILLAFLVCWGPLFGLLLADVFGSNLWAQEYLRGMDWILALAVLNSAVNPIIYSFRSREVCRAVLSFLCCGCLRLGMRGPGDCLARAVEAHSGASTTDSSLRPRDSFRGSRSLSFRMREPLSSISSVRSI
S1P4 antagonist: S1P4 receptor antagonists, primary screen, cell-based; Sphingosine 1-phosphate receptor 4 (Homo sapiens), O95977; S1P4-expressing cells, antagonist mode, reporter read-out; inhibition, % at 4.98 µM; 220,000 compounds, 0.26% hits; AID 1510, 2009; in the data active = inhibition above about 29%;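 also: 0% = wells stimulated with agonist and 100% = vehicle wells without agonist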
NPY2 pot ag: NPY-Y2 potentiators or agonists, primary screen, cell-based. activation, % at 3.6 µM. cells expressing NPY-Y2, potentiator/agonist read-out. 220,000 compounds, 0.45% hits; in the data active = activation above about 27%;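 also: cells stimulated with NPY near EC25 plus isoproterenol at EC100; 0% = vehicle plus submaximal agonist and 100% = vehicle plus saturating agonist; some results beyond the cut were filed as inactive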
Target sequence (P49146 whole entry, looked up): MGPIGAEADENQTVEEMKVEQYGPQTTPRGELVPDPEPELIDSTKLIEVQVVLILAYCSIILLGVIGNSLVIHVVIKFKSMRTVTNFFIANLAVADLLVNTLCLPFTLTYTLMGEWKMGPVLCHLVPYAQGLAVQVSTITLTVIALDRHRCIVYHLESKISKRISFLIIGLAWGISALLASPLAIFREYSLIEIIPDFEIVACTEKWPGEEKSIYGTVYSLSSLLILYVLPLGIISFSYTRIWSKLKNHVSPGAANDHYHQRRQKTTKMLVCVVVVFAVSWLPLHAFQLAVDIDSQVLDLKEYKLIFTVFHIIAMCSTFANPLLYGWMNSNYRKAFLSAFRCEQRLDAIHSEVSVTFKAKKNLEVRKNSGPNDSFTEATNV
BaF3 tox: parental Ba/F3 cell viability inhibition, counter-screen for JAK2V617F inhibitor project, murine pro-B, CellTiter-Glo luminescence; CellTiter-Glo ATP luminescence; inhibition, % at 5.6 µM; 220,000 compounds, 1.1% hits; AID 1486, 2009;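 active = inhibition above a per-campaign cutoff, the mean inhibition of all tested compounds plus 3 SD, cut at about 27% in these data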;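 also: 0% = DMSO wells and 100% = JAK Inhibitor I control wells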
NPY Y1 blocker: NPY-Y1 receptor antagonists, primary screen, cell-based. Neuropeptide Y receptor type 1 (Homo sapiens), P25929. HEK293-CNG Y1 cells, membrane potential fluorescence; NPY at EC95, then isoproterenol. inhibition, % at 3.6 µM. 200,000 compounds, 1% hits. AID 1040, 2008;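 active = inhibition above the campaign mean inhibition of all tested compounds plus 3 SD, cut at about 20% in these data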;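 also: 0% = DMSO wells given NPY plus isoproterenol and 100% = isoproterenol alone without NPY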
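Benchmarks – high control isoproterenol alone, low control NPY with isoproterenol · Material – HEK293 Y1/CNG channel cell line · Times – dye 3 h, compound 60 min room temperature, stimulation 45 min · Probe or stimulus – NPY (25 nM), isoproterenol (1 µM), Ro 20-1724 (25 µM) · Evaluation – % inhibition of NPY effect · Signal – fluorescence, membrane potential probe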
Ba/F3 V617F tox: reduced viability of JAK2V617F-dependent Ba/F3 cells, primary screen, JAK2V617F inhibitor project, cell-based, Ba/F3 EpoR-JAK2V617F, luminescence; 220,000 compounds, 1.1% hits; AID 1446, 2008; ATP luminescence; inhibition, % at 5.6 µM;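 active = inhibition above the campaign mean plus 3 SD over all tested compounds, cut at about 24% in these data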;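 also: cytokine-independent growth of Ba/F3 cells driven by EpoR plus mutant JAK2; 0% = DMSO-treated cells and 100% = JAK inhibitor I control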
Runt-CBFb FRET: inhibitors of RUNX1 Runt–CBFb binding, primary screen, biochemical, FRET, Cerulean-Runt, Venus-CBFb, uHTS; inhibition, % at 20 µM; 220,000 compounds, 0.46% hits; Cerulean-Runt/Venus-CBFb FRET ratio 530/480, 1 h;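 active = inhibition over about 50% at 20 µM in the single-dose screen, limit read from the data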;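 also: 0% = DMSO wells and 100% = excess unlabeled CBFb competitor control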
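Schedule: protein complex preformed 1 h, compound exposure 1 h, room temperature, dark; test system: Cerulean-labeled Runt domain protein; amount: 100 nM per protein; buffer or medium: Tris 50 mM pH 7.5, KCl, K2SO4, 0.01% BSA; read-out: loss of energy transfer signal; detection: FRET fluorescence; controls: 5 µM unlabeled CBFb as full-inhibition high control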
NPY-Y1 PAM-ag: NPY-Y1 receptor potentiators or agonists, primary screen, cell-based | Neuropeptide Y receptor type 1 (Homo sapiens), P25929 | NPY-Y1 expressing cells, potentiator/agonist activation | activation, % at 3.6 µM | 220,000 compounds, 0.37% hits | AID 1304, 2008; in the data active = activation above about 33%, passing the limit was not always enough;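 also: cells stimulated with NPY at EC10 then isoproterenol at EC100; 0% = low agonist plus stimulus and 100% = saturating agonist plus stimulus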
Starred values were filed as active, the others as inactive; / = not tested or not shown.

#	canonical_smiles	NPY Y1 blocker	S1P4 antagonist	S1P4 ag	Ba/F3 V617F tox	NPY-Y1 PAM-ag	NPY2 pot ag	Runt-CBFb FRET	BaF3 tox	RBBP9 inh
1	O=C(CCC(=O)N1CCN(C2CCCCC2)CC1)Nc1nnc(C(F)(F)F)s1	-2	-25	0.9	-3	-4	1	0	0	-9
2	CCSc1nnc(NC(=O)CCc2ccc(OC)cc2)s1	10	-16	1.2	-2	-21	-23	1	1	-8
3	COCCCNCC(=O)Nc1sc(C)c(C)c1C(=O)OC	7	-4	-3.3	1	-4	11	0	7	0
4	O=C(CCCCC(=O)NC1CCCC1)NC1CCCC1	0	-11	-1.1	-2	-9	1	0	1	0
5	Cn1c(C(O)c2ccc(Cl)cc2)nc(Cl)c1Cl (configuration not stated)	-3	0	-1.6	-1	0	9	-2	3	-4
6	COc1ccc(N/C=C2/CCCCC2=O)cc1	-4	-15	-0.3	-3	-11	12	2	-2	-7
7	COc1ccc(/C=N/Nc2ccc(C(F)(F)F)cc2[N+](=O)[O-])cc1	-1	-9	-0.5	1	-11	-5	-3	5	-1
8	Cn1nccc1C(=O)N/N=C/c1cccnc1	/	-3	1.2	-4	10	-14	1	-1	-8
9	CCNNC(=O)C(O)(c1cccc(C)c1)c1cccc(C)c1	0	-18	0.6	-1	25	4	0	4	-9
10	Cc1ccc(S(=O)(=O)N2CCN(S(=O)(=O)c3ccccc3)C2)cc1	-1	-2	1.5	-6	1	-9	0	3	-7
11	CCOc1cc(C(N)=O)cc(Cl)c1OCc1ccccc1	6	1	24*	-1	-2	-3	-2	6	-4
12	COc1ccc(CCN(C(=O)C(F)(F)F)C(C(=O)NC2CCCCC2)c2cccs2)cc1 (configuration not stated)	9	0	1.6	6	-33	-4	-1	9	0
13	Cc1cc([N+](=O)[O-])nn1CCCC(=O)Nc1cccc(Cl)c1Cl	1	-31	0.5	4	8	0	-1	4	-4
14	Cc1cc2ccc(C)c(C)c2nc1SCC#N	9	0	-0.3	1	-8	-19	-3	3	-4
15	O=C(O)C1C2C=CC(C2)C1C(=O)NCCc1ccncc1 (configuration not stated)	-2	-14	1.1	0	-4	22	2	2	0
16	CCN(CC)S(=O)(=O)c1cc(C(=O)Nc2nncs2)c(Cl)cc1Cl	-6	1	1.6	1	-16	1	2	2	-10
17	COc1cc(NC(=O)NCCN2CCN(c3ccc(Cl)cc3)CC2)ccc1C	1	2	1.4	2	24	13	4	3	0
18	O=C(NCc1cccs1)c1ccc(Cl)c(S(=O)(=O)N2CCCC2)c1	-1	-10	1.0	-1	-12	-4	0	4	-6
19	O=C1ON=C(c2ccccc2)/C1=C\c1ccco1	/	-9	-0.4	-2	15	2	9	-3	-4
20	CN1CCN(C(=O)Nc2ccc3c(c2)N(C)C(=O)c2ccccc2S3)CC1	4	-3	0.4	0	3	6	0	12	-5
21	COc1ccc(CC(=O)Nc2ccc(-c3nnc(-c4ccccc4)o3)cc2)cc1OC	1	-9	-2.5	-1	-13	2	1	3	4
22	COC(=O)c1ccc(Cl)c(NC(=O)NC23CC4CC(CC(C4)C2)C3)c1	17	-20	-0.6	5	-45	-36	0	5	-4
23	CCn1c(SCC(=O)Nc2ccc3c(c2)oc2ccccc23)nnc1-c1ccc(N)cc1	1	-9	1.9	3	46*	20	4	3	-18
24	Cc1ccc(N(C)C(=O)C2CCN(S(=O)(=O)c3ccc4c(c3)oc(=O)n4C)CC2)cc1	2	-24	3.7	-5	-3	16	3	7	-3
25	COC(=O)[C@H](CC(C)C)NC(=O)N1CCCCC1C (some centres not stated)	/	0	0.2	1	-10	-6	-1	-1	-6
26	O=C(Cc1cccc2ccccc12)N/N=C/C=C/c1cccc([N+](=O)[O-])c1	3	-16	0.7	3	-13	-9	0	2	-7
27	O=[N+]([O-])c1ccc2c(c1)N([O-])C1(CCCCC1)[N+]2=O	/	13	1.6	0	-7	-9	26	-3	8
28	COc1cccc(NC(=O)NCc2ccccc2F)c1	6	2	1.3	-2	14	-2	1	1	1
29	COc1ccc(C2CCCN2C(=S)Nc2ccc(C)cc2C)cc1OC (configuration not stated)	-2	3	-0.4	3	-14	-17	0	3	-15
30	CCn1c(SCc2nc3ccccc3nc2C)nnc1-c1cccs1	4	-12	1.6	-3	7	18	0	-2	-5
31	COc1ccc(/C=N/NC(=O)c2cc(O)c(O)c(O)c2)cc1Cn1cc([N+](=O)[O-])cn1	-4	9	0.3	2	9	-7	54*	8	7
32	CC(=O)Nc1ccc(S(=O)(=O)NNC(=O)c2sc(=S)n(C)c2C)cc1	7	-5	0.0	4	-11	-17	2	6	0
33	COC(=O)C1=C(C)N=C2SC(C)C(=O)N2C1c1cccc(F)c1 (configuration not stated)	6	-5	-1.4	1	1	8	-2	6	-1
34	Cc1cc(C)nc(NC(=O)CSc2nn(C)c(=S)s2)n1	-1	-8	1.3	-1	-3	0	0	5	-4
35	Cc1cccc(C)c1OC(=O)CCN1C(=O)C2C3C=CC(C4CC34)C2C1=O (configuration not stated)	-5	-7	0.3	5	13	8	1	7	1
36	CC1CC(NS(=O)(=O)c2cccs2)CC(C)(C)C1 (configuration not stated)	-2	7	-2.8	1	-7	3	-2	5	-9
37	O=C(COc1ccccc1Br)NCCc1nc2ccccc2[nH]1	5	-20	0.5	2	4	-10	-2	4	-7
38	C/C(=C\C(=O)c1ccc(Cl)cc1)NCc1ccc2c(c1)OCO2	19	6	-2.8	6	-12	-21	-8	10	-1
39	CCC(=O)Oc1ccc2c(C)cc(=O)oc2c1C(=O)CC	/	-3	1.3	-1	-1	-1	6	1	18*
40	CCOC(=O)c1c(-c2ccc(OC)cc2)csc1/N=C/C1C(=O)CCCC1=O	-6	-9	0.4	5	-20	-13	-2	4	-13
41	O=C(Cc1n[nH]c(=O)[nH]c1=O)N/N=C/c1ccccc1O	-1	-22	0.2	2	7	0	0	1	-7
42	Cc1ccccc1CN1C2=NCCCN2c2ccccc21	7	11	1.4	-1	-21	-3	0	4	0
43	COc1cc(OC)cc(-c2nc(-c3ccccc3OC)no2)c1	5	4	-1.1	2	-8	-16	0	2	6
44	CCOC(=O)c1c(CN2CCCCC2)n(C)c2cc(Br)c(O)cc12	1	-14	-2.2	1	-14	-3	4	6	-13
45	Cn1cc(Br)c(-c2cccc(NC(=O)CCCC(=O)O)c2)n1	/	0	2.4	1	13	-1	1	-2	-5
46	Cc1ccc(S(=O)(=O)NC(=O)Nc2ncc3c(n2)CC(c2ccco2)CC3=O)cc1 (configuration not stated)	5	-14	4.4	-1	14	19	6	4	-4
47	COC(=O)c1ccccc1NC(=O)CSc1nnc(-c2ccncc2)o1	3	-22	0.6	-1	1	1	-1	8	-5
48	Cc1ccccc1NC(NC(=O)c1cccs1)C(Cl)(Cl)Cl (configuration not stated)	2	-20	-0.2	4	-18	4	0	3	-11
49	CCN1CCN(C(=O)CN(C)S(=O)(=O)c2ccc3ccccc3c2)CC1	3	0	-0.7	-1	2	-17	0	8	-1
50	CCOC(=O)c1cnn2c(C)cc(-c3ccccc3)nc12	3	-12	1.2	-1	-6	-6	1	1	-4
51	COc1ccc(Cc2nnc(-c3cccc(C)c3)o2)cc1OC	14	12	1.2	2	11	-5	-3	10	2
52	CCOC(=O)C1C(=O)CC(C)(O)C(C(=O)OCC)C1c1ccc(Br)o1 (configuration not stated)	3	-2	-0.5	1	9	15	0	3	-4
53	COc1ccc(C2C(C(=O)Nc3ccccc3OC)=C(C)Nc3ncnn32)cc1 (configuration not stated)	0	-6	-1.3	-2	7	1	1	6	-4
54	CN(C)S(=O)(=O)c1ccc(Cl)c(NC(=O)COC(=O)CCSc2ccccc2)c1	6	-6	-0.4	0	-22	-7	1	7	-4
55	O=C(O)CSc1nnc(-c2ccc(S(=O)(=O)N3CCCC3)cc2)n1Cc1ccco1	2	4	1.0	0	-4	11	26	6	-3
56	COc1ccc(C(=O)c2ccc(OC)cc2OC)cc1	/	-2	0.7	3	-5	2	-1	-2	-4
57	CC(CNC(=O)c1ccc2c(c1)OCO2)c1ccc([N+](=O)[O-])cc1 (configuration not stated)	-2	-9	1.1	0	2	2	-1	2	1

Two compounds from above, reduced to RBBP9 inh, Runt-CBFb FRET and S1P4 ag.
nr	mol	RBBP9 inh	Runt-CBFb FRET	S1P4 ag
53	COc1ccc(C2C(C(=O)Nc3ccccc3OC)=C(C)Nc3ncnn32)cc1 (configuration not stated)	-4	1	-1.3
54	CN(C)S(=O)(=O)c1ccc(Cl)c(NC(=O)COC(=O)CCSc2ccccc2)c1	-4	1	-0.4

By substructure, the compounds so far with a thiophene ring, fused or not
#	canonical_smiles	NPY Y1 blocker	S1P4 antagonist	S1P4 ag	Ba/F3 V617F tox	NPY-Y1 PAM-ag	NPY2 pot ag	Runt-CBFb FRET	BaF3 tox	RBBP9 inh
3	COCCCNCC(=O)Nc1sc(C)c(C)c1C(=O)OC	7	-4	-3.3	1	-4	11	0	7	0
12	COc1ccc(CCN(C(=O)C(F)(F)F)C(C(=O)NC2CCCCC2)c2cccs2)cc1 (configuration not stated)	9	0	1.6	6	-33	-4	-1	9	0
18	O=C(NCc1cccs1)c1ccc(Cl)c(S(=O)(=O)N2CCCC2)c1	-1	-10	1.0	-1	-12	-4	0	4	-6
30	CCn1c(SCc2nc3ccccc3nc2C)nnc1-c1cccs1	4	-12	1.6	-3	7	18	0	-2	-5
36	CC1CC(NS(=O)(=O)c2cccs2)CC(C)(C)C1 (configuration not stated)	-2	7	-2.8	1	-7	3	-2	5	-9
40	CCOC(=O)c1c(-c2ccc(OC)cc2)csc1/N=C/C1C(=O)CCCC1=O	-6	-9	0.4	5	-20	-13	-2	4	-13
48	Cc1ccccc1NC(NC(=O)c1cccs1)C(Cl)(Cl)Cl (configuration not stated)	2	-20	-0.2	4	-18	4	0	3	-11
